Compound activity from PubChem BioAssay.
Rat MKP-3 inhibitors: inhibition of rat DUSP6 enzyme activity – biochemical, in vitro, primary screen (AID 425); recombinant MKP-3 phosphatase activity, fluorescence; higher % means a stronger effect; hit rate 0.17% among 110,000; inhibition, % at 20 µM, or IC50 in µM where a hit was titrated; in the data active means inhibition above about 50%;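 further: plate controls were vehicle for no effect and reference inhibitor for full effect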
Hsp70 inhibitors: Hsp70 inhibitors, probe displacement, primary screen, biochemical, fluorescence polarization (AID 583). Hsp70 fluorescence polarization probe displacement, mP; higher % means a stronger effect. one-dose displacement, % at 20 µM; IC50 in µM for titrated hits. hit rate 0.06% among 140,000; in the data active means displacement above about 50%;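 further: plate controls were vehicle for no effect and reference ligand for full effect; a part of the inactive calls stands beside numbers as strong as those of hits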
Starred values were filed as active, the others as inactive; . = no result given; & = joins results of further samples.

Each structure is followed by: Rat MKP-3 inhibitors, Hsp70 inhibitors
Cc1ccc(-n2c(=O)cc(N3CCc4ccccc4C3)[nH]c2=O)cc1
  ., 1.1%
CCCOc1ccc(C2Nc3cccc4cccc(c34)N2)cc1
  3%, 4.2%
COc1c(Br)cc2c(cc(C)n2-c2ccccc2)c1OCC(O)CNC(C)C (stereo not given)
  8%, -3.6%
O=C(Nc1nc2ccccc2s1)C1CCCO1 (stereo not given)
  -8%, 5.6%
COc1ccc(N(CC(=O)O)S(=O)(=O)c2ccc(NC(C)=O)cc2)cc1
  2%, -7.7%
CC1N(O)C(c2ccc(Cl)cc2Cl)N(O)C1(C)C (stereo not given)
  -3%, 1.6%
Cc1cc(NC(=O)CSc2nnc(C3COc4ccccc4O3)o2)no1 (stereo not given)
  -2%, 2.3%
CC1CCCN(C(=O)c2ccncc2)C1 (stereo not given)
  -2%, -2.5%
CCC(=O)NC(C)C(c1cccs1)N1CCN(c2ccccc2)CC1 (stereo not given)
  ., 1.1%
Nc1nc(Nc2ccc(Cl)cc2)nc2ccccc12
  ., -6.3%
O=c1[nH]cnc2cc(-c3ccccc3)sc12
  -2%, 1.9%
Cc1ccc(/C=C(\C#N)c2nc(-c3ccc([N+](=O)[O-])cc3)cs2)o1
  4%, -11%
COc1cccc(C(=O)Nc2ncc3c(n2)CC(C)CC3=O)c1 (stereo not given)
  -4%, -2.8%
CCC1(CC)C(=O)NC(=O)NC1=NCCc1c[nH]c2ccccc12
  -7%, -1.9%
c1ccc2[nH]c(CSc3nc4ccccc4s3)nc2c1
  7%, -1.1%&2.3%
c1ccc2[nH]c(CN3CCCCCC3)nc2c1
  -12%, 2.7%
CC(C)(C)C1(O)CC(C(F)(F)F)=NN1C(=O)CCc1ccccc1 (stereo not given)
  2%, -2.3%
O=C(Nc1cccc([N+](=O)[O-])c1)c1ccc2ccccc2n1
  1%, 2.0%
CCOC(=O)c1cccc(N2C(=O)C3C(C2=O)C2C=CC3C23CC3)c1 (stereo not given)
  ., -4.9%
O=C(C(Cc1ccc(Cl)cc1)NS(=O)(=O)c1ccccc1)N1CC[C@@]2(O)CCCC[C@H]2C1 (stereo not given in full)
  ., -3.8%
O=C(N/N=C\c1ccccc1Br)c1cnccn1
  2%, -2.5%
O=C(CSc1ccc2nnc(-c3ccncc3)n2n1)NCC1CCCO1 (stereo not given)
  5%, .
CCC(=O)N(Cc1cc2cc(OC)ccc2[nH]c1=O)c1cccc(C)c1
  -10%, 3.1%
CC1=C(C(=O)Nc2cccc(C)c2)C(c2ccc(Br)cc2)NC(=S)N1 (stereo not given)
  0%, 4.1%
COc1ccc2c(C)c(C(=O)O)oc2c1OC
  0%, 0.4%
O=C(OC1CCOC1=O)c1ccc2ncsc2c1 (stereo not given)
  -11%, 1.4%
O=C(c1ccc(Br)cc1)N1CCN(c2ccc(Cl)cc2[N+](=O)[O-])CC1
  -1%, 2.6%
C=CCN1C(=O)/C(=C\c2ccc3c(c2)OCO3)C(=O)NC1=S
  2%, 3.7%
CCOc1ccc(-c2nnc3ccc(SCC(=O)N4CCCCC4)nn23)cc1
  -6%, 1.7%
O=C(O)CN(c1cccc(Cl)c1)S(=O)(=O)c1ccccc1
  6%, -2.5%

The listing continues.
Each structure is followed by: Rat MKP-3 inhibitors, Hsp70 inhibitors
CCOc1cccc(-c2cc(C(=O)Nc3nnc(C)s3)c3ccccc3n2)c1
  3%, -4.5%
CCSCCOC(=O)C1=C(C)NC(=O)NC1c1cc(OC)c(OC)c(OC)c1 (stereo not given)
  0%, 6.7%
COc1ccccc1NC(=O)CN1C(=O)NC(C)(C)C1=O
  1%, 2.4%
COC(=O)c1ccc(CSc2ncnc3c2nnn3-c2ccc(OC)cc2)o1
  2%, 1.5%
CCc1ccc(CCC(=O)Nc2ccc(OC)cc2)o1
  ., -2.4%
CC12CCC(C(=O)N(CCC#N)CCC#N)(CC1=O)C2(C)C (stereo not given)
  -7%, 0.7%
Cc1cccc(N(CC(=O)NC2CCCCC2)C(=O)CCCC(=O)Nc2ccccn2)c1
  ., -3.7%
Cc1cc(NC(=O)CSc2nnc(-c3ccoc3C)n2N)no1
  -7%, 0.5%
COc1cc(NC(=O)/C=C/c2ccccc2)cc(OC)c1
  6%, -0.6%
CCN(CCNC(=O)C1CCCN(S(=O)(=O)CC)C1)c1ccccc1 (stereo not given)
  -4%, -3.2%
CCCCN(C(=O)CCC(=O)O)C1CC(=O)N(c2ccc(OCCC)cc2)C1=O (stereo not given)
  -3%, -6.4%
O=S(=O)(Cc1ccc(Cl)cc1)CC(O)COCc1ccccc1 (stereo not given)
  1%, 3.7%&-0.7%
O=C1NC(c2cccs2)Nc2sc3c(c21)CCCC3 (stereo not given)
  -5%, 8.5%
COC(=O)C12CC3CC(CC(C(=O)OC)(C1)C31SCCS1)C21SCCS1
  -2%, 5.2%
COc1cc(C(=O)OC(C)CN2CCN(C)CC2)cc(OC)c1OC (stereo not given)
  -6%, -4.7%
CC(C)CNC(=O)C1CCCN1S(=O)(=O)c1ccc(Cl)cc1 (stereo not given)
  ., 3.3%
O=C(CSCCNS(=O)(=O)c1ccccc1)Nc1ccccc1
  7%&4%, 2.0%&2.8%
Cc1noc(NS(=O)(=O)c2ccc(NC(=O)CSc3n[nH]c(-c4ccccc4)n3)cc2)c1C
  -6%, 10%
O=C(Nc1ccc(Oc2ccccc2)cc1)C1CCCO1 (stereo not given)
  -8%, 0.6%
CC1=C(C(=O)c2ccccc2)C(c2cccc(F)c2)NC(=O)N1 (stereo not given)
  -2%, 1.1%
CC1(C)Cc2c(ccc3ccccc23)/C(=C/C(=O)N2CCCCC2)N1
  ., 1.5%
O=C(NCc1ccccc1)N[C@@H](Cc1ccccc1)C(=O)O
  1%, -0.6%
OCCN(CCO)CC(O)Cn1c2ccccc2c2ccccc21 (stereo not given)
  -5%, -1.9%
COc1ccc(C2c3c(oc4ccccc4c3=O)C(=O)N2CC2CCCO2)cc1 (stereo not given)
  -3%, -2.4%
CCOCCn1c(=O)c2c(nc3n2CCN3c2ccccc2)n(C)c1=O
  -4%, 9.3%
Cc1cccc(C)c1NS(=O)(=O)c1ccccc1
  -2%, 7.3%
COc1cc(C2Nc3ccc4ncccc4c3C3=C2C(=O)CCC3)cc(OC)c1OC (stereo not given)
  0%, 2.6%
O=S1(=O)CC(N2CCOCC2)c2ccccc21 (stereo not given)
  -3%, 1.6%
O=[N+]([O-])c1ccccc1/C=N/Nc1nc(-c2ccccc2)cc(-c2ccccc2O)n1
  4%, -2.0%
CC(Oc1ccccc1)C(=O)NCc1ccccn1 (stereo not given)
  2%, -2.4%

An excerpt of these results, with tabs:
canonical_smiles	Rat MKP-3 inhibitors	Hsp70 inhibitors
CCOc1cccc(-c2cc(C(=O)Nc3nnc(C)s3)c3ccccc3n2)c1	3%	-4.5%
CCSCCOC(=O)C1=C(C)NC(=O)NC1c1cc(OC)c(OC)c(OC)c1 (stereo not given)	0%	6.7%
COc1ccccc1NC(=O)CN1C(=O)NC(C)(C)C1=O	1%	2.4%
COC(=O)c1ccc(CSc2ncnc3c2nnn3-c2ccc(OC)cc2)o1	2%	1.5%
CCc1ccc(CCC(=O)Nc2ccc(OC)cc2)o1	.	-2.4%
CC12CCC(C(=O)N(CCC#N)CCC#N)(CC1=O)C2(C)C (stereo not given)	-7%	0.7%
Cc1cccc(N(CC(=O)NC2CCCCC2)C(=O)CCCC(=O)Nc2ccccn2)c1	.	-3.7%
Cc1cc(NC(=O)CSc2nnc(-c3ccoc3C)n2N)no1	-7%	0.5%
COc1cc(NC(=O)/C=C/c2ccccc2)cc(OC)c1	6%	-0.6%
CCN(CCNC(=O)C1CCCN(S(=O)(=O)CC)C1)c1ccccc1 (stereo not given)	-4%	-3.2%
CCCCN(C(=O)CCC(=O)O)C1CC(=O)N(c2ccc(OCCC)cc2)C1=O (stereo not given)	-3%	-6.4%
O=S(=O)(Cc1ccc(Cl)cc1)CC(O)COCc1ccccc1 (stereo not given)	1%	3.7%&-0.7%
O=C1NC(c2cccs2)Nc2sc3c(c21)CCCC3 (stereo not given)	-5%	8.5%
COC(=O)C12CC3CC(CC(C(=O)OC)(C1)C31SCCS1)C21SCCS1	-2%	5.2%

Further compounds follow:
Each structure is followed by: Rat MKP-3 inhibitors, Hsp70 inhibitors
CCOC(=O)C1CCCN(CC(=O)Nc2c(C(=O)OC)[nH]c3ccccc23)C1 (stereo not given)
  -12%, 7.1%
Cc1c(C(=O)Nc2ccc3oc(-c4ccc(Cl)cc4Cl)nc3c2)cccc1[N+](=O)[O-]
  4%, -1.5%
CCCCNC(=O)c1nnn(-c2ccccc2)c1N
  -11%, -1.5%
N#Cc1cc2ccccc2nc1SCC(=O)Nc1ccccc1N1CCOCC1
  0%, 7.1%
CCSc1nnc2c(n1)OC(c1ccc(C(=O)O)cc1)N(C(C)=O)c1ccccc1-2 (stereo not given)
  -7%, 5.6%
COc1ccc(S(=O)(=O)Nc2cc([N+](=O)[O-])ccc2OC)cc1
  0%, -0.7%
Cc1ccc(S(=O)(=O)N2CCOCC2)cc1C(=O)NCc1ccc2c(c1)OCO2
  ., -7.1%
O=C1NC2=Nc3ccccc3SC(c3ccccc3)=C2C(c2ccc(O)cc2)N1 (stereo not given)
  4%, -0.6%
O=C(NCc1ccc2c(c1)OCO2)C(=O)Nc1cccc(Cl)c1Cl
  2%, -2.9%
CCOc1cc(C(=O)NCCN2CCOCC2)cc(OCC)c1OCC
  -3%&-1%, -1.6%
CCc1ccc2oc(=O)cc(CN3CCCCC3C)c2c1 (stereo not given)
  -1%, 2.5%
N#CCSc1nnc(C2CCCCC2)n1Cc1ccccc1
  -2%, 5.7%
CCCSc1nc(N)c(C#N)c(-c2ccc(C)cc2)c1C#N
  -4%, -0.3%
COc1ccc(CNc2cccc(C)c2)cc1
  5%, 0.2%
CCCCn1c(SCC(=O)Nc2cc(C)on2)nc2ccsc2c1=O
  3%, 2.3%
COc1cc(-c2noc(CCCC(=O)NC3CCCCC3)n2)cc(OC)c1OC
  ., 2.4%
Cc1ccc2nc(C)c(C(=O)NN=C3CCN(C)CC3)n2c1
  2%, -0.9%
CC12CC(NC(=O)N1c1cccc(C(=O)NCc3ccc4c(c3)OCO4)c1)c1cc(Cl)ccc1O2 (stereo not given)
  3%, .
CN1CCN(CCCCOc2cccc3ccccc23)CC1
  4%, 4.5%
Cc1cccc(-n2ncc3c(NCc4ccccc4)ncnc32)c1
  -2%, .
CC(=O)c1cccc(NS(=O)(=O)c2c(C)noc2C)c1
  -11%, 7.0%
CC1(C)CC(=O)C2=C(C1)OC1=C(C(=O)CC(C)(C)C1)C2c1c(O)ccc2ccccc12
  3%, 4.7%
COc1cccc(N=Cc2c(O)n(-c3ccccc3C)c(=O)[nH]c2=O)c1
  0%, -4.9%
O=C1C(Cl)=C(Nc2ccccc2F)C(=O)N1c1ccc(Br)cc1
  4%, -6.8%
O=C(Nc1nccs1)Oc1ccccc1
  -1%, 4.7%
CCOC(=O)CN1C(=O)C(O)=C(C(C)=O)C1c1ccccc1 (stereo not given)
  -3%, -0.5%
COCc1cc(C)nc(SCC(=O)Nc2cccc3cccnc23)c1C#N
  -11%, 0.5%
NC(=O)SCC(=O)Nc1cccc(F)c1
  0%, 2.3%
Cn1c(COc2ccccc2)nnc1SCc1nc2ccccc2[nH]1
  -7%, 0.5%
CC(=O)C1=C(C)Nc2ncnn2C1c1cccc(OCc2ccccc2)c1 (stereo not given)
  1%, -4.0%

(list continues)
Each structure is followed by: Rat MKP-3 inhibitors, Hsp70 inhibitors
COc1ccc(CCNC(=O)CC2Nc3cc(C)c(C)cc3NC2=O)cc1OC (stereo not given)
  -12%, 7.6%
Oc1c(C=Nc2cccc3cccnc23)sc2ccccc12
  ., -68%
O=C(NCc1cn2ccsc2n1)c1cccs1
  -6%, .
Cc1cc(/C=C2\C(=O)NC(=O)N(C)C2=O)c(C)n1-c1ccc(N(C)C)cc1
  3%, -9.8%
CCOc1ccc(S(=O)(=O)Nc2ccc(O)c(Sc3ncn[nH]3)c2)cc1
  ., -1.5%
CCCCOc1ccc(C(=O)N2CCC(C)CC2)cc1
  -4%, 5.3%
CCN1CCN(CC(O)COc2cccc(OC)c2)CC1 (stereo not given)
  6%, 0.0%
CCCCNC(=O)CCn1c(=O)c2ccccc2n(CC(=O)Nc2ccccc2OCC)c1=O
  -5%, 3.3%
Cc1cc(C)c2c(N)c(C#N)sc2n1
  0%, -1.1%
CCOC(=O)c1c(C)n(C)c2ccc(OC(C)=O)cc12
  ., -3.2%
NC(=O)CSc1nnc(CNc2ccc(F)cc2)n1CC1CCCO1 (stereo not given)
  -2%, -0.5%
Cc1cccc(NCc2cc(Cl)cc(Cl)c2O)n1
  ., -7.3%
COc1ccc(NC(=O)Cc2nn(C)c(=O)c3ccccc23)c2ncccc12
  1%, -4.6%
O=C(C1CC(c2ccc(F)cc2)=NO1)N1CCN(Cc2ccccc2)CC1 (stereo not given)
  2%, 0.6%
COc1ccc([N+](=O)[O-])cc1NC(=O)C1C2CCC(C2=C(C)C)C1C(=O)O (stereo not given)
  -2%, 3.0%
COC(=O)CSc1nnc(-c2sc3cc(OC)ccc3c2Cl)n1C
  -2%, -1.2%
Cc1ccc(C(=O)NN(c2ccccc2)c2ccccc2)cc1[N+](=O)[O-]
  0%, 1.2%
CCn1c2ccccc2c2cc(CN3CCN(C(=O)c4ccncc4)CC3)ccc21
  4%, -1.9%
Cc1ccc(C(=O)NCC2CCCO2)cc1 (stereo not given)
  2%, -4.6%
Cc1ccc(C)c(OCC(O)CN2CCC(Cc3ccccc3)CC2)c1 (stereo not given)
  5%, -2.3%
Cc1cc(C(=O)N2CCN(c3ccc(F)cc3)CC2)ccc1[N+](=O)[O-]
  0%, 7.6%

A portion of the library, so the mix of outcomes need not match the whole.
